Screens: PubChem, National Center for Advancing Translational Sciences (NCATS)
HT1080 IDH1KD tx: toxicity to HT-1080 IDH1 knockdown cells (counter line). HT-1080 IDH1 knockdown viability, ATP luminescence, 48 h. Potency, µM (titrated, usually from 46.1 µM), for inactives: at the highest dose activity, negative = toxicity, usual class: cytotoxic. 360,000 compounds, 2% hits. AID 686971;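 further: potency means the concentration at half of the fitted maximal effect; 0% = DMSO wells and -100% = cell-free medium wells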
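Viability of IDH1-knockdown HT-1080 fibrosarcoma cells was assessed by CellTiter-Glo after 48 h at 37 °C with titrated compound; concentration-effect curves were classified by fit quality and response size.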
KB-3-1 cytotox: KB-3-1 parental cell cytotoxicity; AID 1347075; 400,000 compounds, 1.4% hits; KB-3-1 viability, CellTiter-Glo ATP luminescence, 72 h; Potency, µM (doses to about 46.1 µM), inactives show at the top dose activity change, negative = cytotoxic, hits mostly cytotoxic; further: potency means the concentration at half of the fitted maximal effect; on the % scale 0 is the no-effect control and ±100 the full control effect; nearly all actives have a fitted effect of over 60% in size
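Cytotoxicity measured as CellTiter-Glo luminescence after 72 h at 37 C. Compound titrations were pinned onto drug-naive KB-3-1 parental adenocarcinoma cells grown in DMEM with 10% FBS, and normalized data fitted to concentration-response curves.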
IL-1B inflam inh: inhibitors of inflammasome signaling (IL-1 beta secretion) | THP-1 LPS/ATP IL-1B secretion, AlphaLISA, 16 h; hits give low values | activity change, % at 57.5 µM | 360,000 compounds, 4.7% hits; in the data active means activity change below about -50%; inconclusive means mostly about -30% to -49%; further: on the % scale 0 is the no-effect control and ±100 the full control effect
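THP-1 cells pretreated 1 hr with compounds (up to 57.5 uM final), then stimulated with LPS (250 ng/mL final) plus ATP (1.25 mM final); secreted IL-1B measured by AlphaLISA after 16 hr, decreased signal indicating inhibition.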
SW480 rereplic: DNA re-replication induction in SW480 cells. SW480 DNA re-replication, Hoechst DNA content imaging, 48 h. Potency, µM (top dose mostly 46.1 µM), without a hit: at the highest dose re-replication activation, most hits filed as activators. 340,000 compounds, 1.8% hits. AID 624297; further: potency means the concentration at half of the fitted maximal effect; % of control where 0% means no effect; nearly all actives have a fitted effect of over 55% in size
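First, 250 cells per well were seeded. Next, compound or vehicle (23 nL) was pinned in, plates sat 48 hr at 37 C. Finally Hoechst was added for 40 min before fluorescence scanning.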
KB-V1 MDR tox: kills drug-selected multidrug resistant KB-V1 cells; KB-V1 MDR cells viability, CellTiter-Glo, 72 h; 400,000 compounds, 3.4% hits; Potency, µM (top dose mostly 46.1 µM), without a hit: at the highest dose activity change, negative = cytotoxicity, usual class: cytotoxic; further: potency means the concentration at half of the fitted maximal effect; on the % scale 0 is the no-effect control and ±100 the full control effect; nearly all actives have a fitted effect of over 60% in size
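Potencies derive from concentration-effect curves fitted to normalized luminescence (CellTiter-Glo) of KB-V1 cells treated for 72 h at 37 degrees C in phenol-red-free DMEM containing 10% FBS.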
ATXN2 expr inh: inhibitors of ATXN2 expression; Potency, µM (titrated, usually from 57 µM), inactives show at the top dose activity change, negative = inhibition, most hits filed as inhibitors; HEK-293 ATXN2-luciferase reporter, luminescence, 24 h; 360,000 compounds, 0.72% hits; further: potency means the concentration at half of the fitted maximal effect; on the % scale 0 is the no-effect control and ±100 the full control effect; nearly all actives have a fitted effect of over 55% in size
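qHTS (up to 57 uM final) was run with 24 h compound exposure of reporter cells at 37 °C. Each well was multiplexed: SteadyGlo luminescence measured ATXN2-luciferase expression after a fluorogenic Gly-Phe-AFC viability readout (25 uM final).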
MCF10A rereplic: DNA re-replication induction in MCF 10a cells; MCF 10A DNA re-replication, Hoechst nuclear intensity, 48 h; Potency, µM (titrated, usually from 46.1 µM), for inactives: at the top dose activity, positive = re-replication, most hits filed as activators; 350,000 compounds, 2.9% hits; AID 624296; further: potency means the concentration at half of the fitted maximal effect; % of control where 0% means no effect; nearly all actives have a fitted effect of over 50% in size
HT1080NT lethal: kills 2HG-producing HT-1080-NT fibrosarcoma cells; Potency, µM (series often up to 46.1 µM), without a hit: at the highest dose activity, negative = less viability, most hits filed as cytotoxic; AID 686970; HT-1080-NT fibrosarcoma viability, CellTiter-Glo ATP luminescence, 48 h; 360,000 compounds, 1.6% hits;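 further: NT is the 2HG producing partner of a matched IDH1 knockdown line; potency means the concentration at half of the fitted maximal effect; 0% = DMSO-treated cells and -100% = media-only wells without cells; nearly all actives have a fitted effect of over 55% in size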
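750 cells/well, RPMI + 5% FBS; 2 h settle, compound pin-transfer, 48 h at 37 degrees C. CellTiter-Glo 10 min RT, luminescence. Normalized to DMSO and media-only wells.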
WRN inhibitor: blocks human WRN helicase; Potency, µM (series often up to 114 µM), for inactives: at the top dose activity change, negative = inhibition, hits mostly inhibitors; Q14191; AID 651768; WRN helicase unwinding, fluorescent forked duplex, kinetic; 360,000 compounds, 0.46% hits; further: potency means the concentration at half of the fitted maximal effect; on the % scale 0 is the no-effect control and ±100 the full control effect; nearly all actives have a fitted effect of over 55% in size
Target sequence (Q14191 whole entry, looked up): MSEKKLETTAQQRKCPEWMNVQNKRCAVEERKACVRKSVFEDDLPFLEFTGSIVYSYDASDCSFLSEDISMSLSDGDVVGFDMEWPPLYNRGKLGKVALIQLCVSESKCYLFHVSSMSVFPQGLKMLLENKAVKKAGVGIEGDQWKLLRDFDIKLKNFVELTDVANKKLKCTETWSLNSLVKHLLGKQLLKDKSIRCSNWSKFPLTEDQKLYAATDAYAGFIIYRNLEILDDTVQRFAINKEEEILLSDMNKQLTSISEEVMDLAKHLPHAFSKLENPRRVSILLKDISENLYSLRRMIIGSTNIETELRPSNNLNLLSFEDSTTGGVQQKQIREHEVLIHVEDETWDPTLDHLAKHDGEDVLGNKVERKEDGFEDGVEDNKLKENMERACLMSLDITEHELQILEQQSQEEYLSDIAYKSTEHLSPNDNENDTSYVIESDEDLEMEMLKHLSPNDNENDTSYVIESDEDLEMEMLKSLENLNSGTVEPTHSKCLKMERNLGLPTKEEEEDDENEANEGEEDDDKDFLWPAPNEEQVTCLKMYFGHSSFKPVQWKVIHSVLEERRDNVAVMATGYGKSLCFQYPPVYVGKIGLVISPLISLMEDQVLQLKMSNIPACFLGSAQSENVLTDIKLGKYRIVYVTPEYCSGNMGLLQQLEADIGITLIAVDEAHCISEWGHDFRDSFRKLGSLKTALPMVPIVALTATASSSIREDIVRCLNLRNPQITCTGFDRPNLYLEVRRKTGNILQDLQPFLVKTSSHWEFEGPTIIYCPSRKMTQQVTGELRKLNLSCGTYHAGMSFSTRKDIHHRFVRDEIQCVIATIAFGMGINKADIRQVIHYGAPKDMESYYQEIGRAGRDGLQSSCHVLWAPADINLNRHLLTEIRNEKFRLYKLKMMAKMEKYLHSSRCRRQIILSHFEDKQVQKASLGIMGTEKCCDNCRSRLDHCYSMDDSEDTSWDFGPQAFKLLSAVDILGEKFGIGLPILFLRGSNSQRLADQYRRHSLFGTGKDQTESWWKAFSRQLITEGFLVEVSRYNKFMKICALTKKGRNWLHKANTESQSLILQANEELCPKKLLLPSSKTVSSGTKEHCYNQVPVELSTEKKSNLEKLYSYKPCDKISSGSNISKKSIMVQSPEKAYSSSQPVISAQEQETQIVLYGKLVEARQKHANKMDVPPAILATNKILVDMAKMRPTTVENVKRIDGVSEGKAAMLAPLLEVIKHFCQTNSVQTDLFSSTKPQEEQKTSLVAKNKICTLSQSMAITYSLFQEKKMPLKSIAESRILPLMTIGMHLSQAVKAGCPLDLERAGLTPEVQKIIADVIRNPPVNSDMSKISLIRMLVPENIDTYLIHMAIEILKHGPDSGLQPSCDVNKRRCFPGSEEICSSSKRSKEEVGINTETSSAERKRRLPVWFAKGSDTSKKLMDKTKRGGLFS
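Kinetic red-fluorescence monitoring (525/598 nm) tracks WRN helicase activity after 100 nM fluorophore-quencher forked duplex and 2 mM ATP are added to 20 nM enzyme pretreated 15 min at room temperature with compound.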
* hit, by the source's call; ? = inconclusive; / = not tested or not shown; [ ] = dose if it differs, or a comment. Unless noted, the call rests on the fitted dose curve; in most records, active means well fitted curve in the direction sought with a large enough effect; inconclusive means small, poorly fitted or top-dose-only effect, or another doubt; inactive means no such curve, though single readings can be large; an effect the other way counts as inactive or inconclusive.

SMILES | HT1080 IDH1KD tx | KB-3-1 cytotox | IL-1B inflam inh | SW480 rereplic | KB-V1 MDR tox | ATXN2 expr inh | MCF10A rereplic | HT1080NT lethal | WRN inhibitor
CCOC(=O)c1cnc(SC2CC(=O)N(c3ccccc3)C2=O)nc1N (stereo not drawn) | 1% | 4% | 2 | -7% | 23% | 4% | 0% | 0% | 0%
Cc1cccc(NC(=O)C(c2ccccc2Cl)N2CCOCC2)c1 (stereo not drawn) | 1% | 3% | 0 | -6% | -12% | -26% | -1% | -4% | -4%
CCN(CC)CCN1C(=O)C(=O)/C(=C(/O)c2ccc(OC)cc2)C1c1ccco1 (stereo not drawn) | 14% | 7% | -14 | -8% | ? | 4% | 1% | 0% | -2%
COc1cccc(NC(=O)CN(C)C(=O)CCC(=O)c2cc(C)sc2C)c1 | -13% | -2% | 14 | 2% | 0% | -8% | ? | -9% | -15%
CCCN(CC(=O)Nc1ccccc1OC)C(=O)c1ccc2ncsc2c1 | -2% | 14% | -18 | -23% | -20% | 8% | 8% | -2% | 5%
Cc1cc(NC(=O)COC(=O)CSCc2ccc(Cl)c(Cl)c2)no1 | -3% | 4% | 36 | -7% | 2% | 0% | -5% | 9% | -19%
O=C(NC(=S)NCc1ccc(-c2nc3ccccc3s2)cc1)c1ccco1 | ? | -27% | 0 | / | ? | 8% | ? | ? | -24%
O=C(COc1cccc2cccnc12)Nc1ccccc1 | 28% | 9% | -22 | 1% | -24% | / | -2% | ? | -3%
COc1ccccc1-c1nnc(SC(C)C(=O)O)n1-c1ccccc1 (stereo not drawn) | 5% | 1% | 34 | -6% | 4% | / | 15% | 6% | 2%
O=C(COC(=O)c1ccco1)Nc1nc2c(F)c(F)c(F)cc2s1 | 11% | 18% | -1 | -4% | 48% | 0% | ? | -5% | -15%
CCOc1ccc(Nc2nc(N)c3ccccc3n2)cc1 | 18µM* | ? | -91* | 18% | ? | ? | ? | 21µM* | -12%
Fc1ccc(C2CC(c3ccc(F)cc3)n3ncnc3N2)cc1 (stereo not drawn) | 12% | 2% | -1 | -5% | ? | -1% | 3% | 3% | 6%
O=C(Nc1ccon1)c1ccc(S(=O)(=O)N2CCOCC2)cc1 | -3% | -7% | -6 | ? | 2% | / | -3% | -3% | 6%
Cc1ccc(NC(=O)Cn2c([N+](=O)[O-])cnc2C)cc1Cl | -19% | -6% | 9 | 13% | 13% | -13% | -1% | -9% | 11%
CN(C)C(=O)CN1c2cccc3cccc(c23)S1(=O)=O | -1% | 2% | 22 | -12% | 23% | 6% | -3% | 0% | 2%
O=C(O)c1cccc(NS(=O)(=O)c2ccc(Oc3ccc(S(=O)(=O)Nc4cccc(C(=O)O)c4)cc3)cc2)c1 | 16% | 37% | 10 | -2% | ? | -1% | -1% | ? | -22%
NC(=O)C1=C[C@@H](c2csc3ccccc23)C[C@@H](OCCCCO)O1 | -11% | 14% | 5 | 2%[9.22 µM] | 0% | 2% | ? | -1% | -5%
CN(C(=O)CSc1nnc(-c2c[nH]c3ccccc23)n1C1CC1)C1CCS(=O)(=O)C1 (stereo not drawn) | 10% | 0% | 35 | -5% | 4% | 10% | 0% | 13% | -4%
c1cnn(-c2cc(N3CCOCC3)ncn2)c1 | 4% | 3% | -4 | -6% | -1% | 2% | 9% | 22% | -1%
COc1ccc(C(=O)OCCNC(=O)c2ccncc2)cc1OC | 0% | 6% | 8 | 1% | -17% | -2% | -2% | 4% | 7%
N#CCc1nnc2n1-c1ccccc1CCC2 | -4% | 0% | -8 | -4% | 1% | 2% | -6% | 11% | -10%
O=C(Nc1ccccc1N1CCCCC1)c1cccc(Cl)c1 | 7% | -1% | 13 | 0% | 10% | -9% | 21µM* | 12% | -12%
COc1ccc(C2=C/C(=C\c3cccc(OC(C)=O)c3)C(=O)O2)cc1 | -4% | 17% | -21 | 2% | ? | -2% | 3% | 0% | -9%
CCS(=O)(=O)n1nc(-c2ccc(Cl)cc2)nc1N | -1% | -9% | -8 | 0% | -14% | 4% | 6% | -2% | 0%
O=C(COC(=O)CCc1c[nH]c2ccccc12)NCc1ccccc1 | 2% | 0% | 21 | -7% | 2% | -4% | -6% | 6% | -11%[57.1 µM]
CCC(C)C(NC(=O)C(C)NC(=O)CNC(=O)OC(C)(C)C)C(N)=O (stereo not drawn) | 17% | 15% | 6 | ? | ? | 5% | -10% | 1% | 1%
O=C(COC(=O)Cc1c(F)cccc1Cl)Nc1nnc(-c2ccccc2)o1 | -7% | 8% | 10 | ? | -18% | -2% | -4% | 1% | -4%
CCN(CC)CCCN(C(=O)c1ccc(Br)cc1)c1nc(-c2ccc(OC)cc2)cs1 | ? | ? | -81* | ? | ? | ? | ? | ? | -11%
CCc1ccc(N2CC(C(=O)Nc3ccc(OC)c(S(=O)(=O)N4CCOCC4)c3)CC2=O)cc1 (stereo not drawn) | 0% | 0% | 33 | / | 3% | / | / | -1% | 12%
O=S(=O)(NCCSCc1ccc(Cl)cc1Cl)c1ccc2c(c1)OCCO2 | -14% | -6% | -8 | 4% | -28% | -14% | ? | -15% | -3%
CCN(CC)CCC(O)(c1ccc2c(c1)OCO2)c1cc(OC)c(OC)c(OC)c1 (stereo not drawn) | -1% | 4% | -14 | -8% | -10% | -24% | -1% | 4% | 5%
Cc1ccc(-n2c(C)csc2=N)cc1 | ? | 1% | 28 | ? | 20% | 70%[activator] | -19% | ? | -4%
CCOc1ccc(C(=O)n2cc(C(=O)OC)c3ccccc32)cc1 | ? | -29% | 2 | ? | -7% | 8% | ? | -15% | -23%
Clc1cccc(Cl)c1Cn1cnc2c(N3CCCCCC3)ncnc21 | -4% | -7% | -74* | ? | 8.2µM* | ? | -4% | -6% | -5%
COC(=O)c1cc(Br)c(=O)n(CCc2ccccc2)c1 | 15% | 0% | 10 | -4% | -3% | 6% | -1% | 10% | 1%
CCCCCC(=O)Nc1cccc(-c2nc3ncccc3o2)c1 | -3% | -11% | -99* | 27% | ? | -11% | 8% | -12% | -20%
Cc1ncc(CO)c(/C=N/NC(=S)Nc2ccc(Cl)c(Cl)c2)c1O | -28% | 0% | 29 | -5% | -23% | / | 19% | -13% | -8%
Nc1cc(Cl)ccc1C(=O)OCC(=O)N1CCOCC1 | 22% | 3% | -10 | 5% | 4% | 15% | 1% | ? | 7%
O=C(COC(=O)/C=C/c1cccc(Cl)c1)Nc1cccc(S(=O)(=O)NC2=NCCC2)c1 | 1% | -1% | ? | -15% | 24% | 4% | -5% | 2% | 1%
CCn1c(SCC(=O)N2CCCc3ccccc32)nc2c1c(=O)n(C)c(=O)n2C | -5% | ? | 29 | -4% | 2.9µM* | -1% | 3% | 11% | -10%
CCSc1nc(C)c(C(C)=O)cc1C#N | 2% | 24% | -17 | -9%[9.22 µM] | 3% | 1% | 1% | 0% | -2%
CN(Cc1cccc(F)c1)C(=O)CNS(=O)(=O)c1ccc2ccccc2c1 | -19% | 11% | 18 | -3% | -23% | -9% | 3% | -14% | 16%
Cc1ccc(C(CNS(=O)(=O)c2ccc(C)cc2)N2CCN(C)CC2)cc1 (stereo not drawn) | -1% | -4% | -6 | -6% | -2% | 3% | -3% | -6% | -2%
O=C(C1CCCN1S(=O)(=O)c1ccc(Cl)c(Cl)c1)N1CCCCC1 (stereo not drawn) | 1% | 6% | 7 | 1% | -17% | 1% | -1% | 9% | 3%
Cc1onc(-c2c(F)cccc2Cl)c1C(=O)N1CCN(c2ncc(Br)cn2)CC1 | -11% | -24% | -1 | -14% | -11% | -29% | 2% | 0% | -24%
COc1ccc(CNC(=O)CCS(=O)(=O)c2ccc3c(c2)CC(C)N3C(=O)C2CC2)cc1 (stereo not drawn) | ? | ? | -14 | 7% | -7% | 2% | ? | -14% | 3%
CN(C)/C=C(/C(=O)c1ccc(Cl)cc1)n1cncn1 | 6% | 0% | 43 | -5% | -4% | 12% | 3% | -5% | 2%
O=C(CC12CC3CC(CC(C3)C1)C2)Nc1c(F)cccc1F | 1% | -2% | -4 | -9% | 1% | / | 1% | 5% | 8%
CN(C)c1ccc(C(=S)N2CCCCC2)cc1 | 7% | -8% | -2 | 2% | 11% | 19% | 17% | -4% | 4%
O=C(O)CCn1c(=O)oc2cc(S(=O)(=O)N3CCCC3)ccc21 | 5% | -9% | 8 | -2% | 0% | 4% | -1% | 3% | -18%
O=C(N/N=C/c1ccc(-c2ccccc2Cl)o1)c1ccccc1 | ? | ? | -19 | ? | ? | -14% | 29µM* | -20% | -8%
Cn1nccc1C(=O)Oc1cccc(/C=N/NC(=O)c2ccccc2O)c1 | 11% | 2% | 2 | ? | -10% | / | -1% | 3% | 6%
CN(C)C(=O)c1c2c(nc3ccccc13)-c1ccccc1CC2 | -16% | -2% | -18 | -5% | -7% | -3% | 0% | -23% | 3%
CCOC(=O)C(C)On1c(SC(C)C(=O)OCC)nc2ccccc2c1=O (stereo not drawn) | 5% | 4% | 0 | -12% | 2% | -8% | 0% | 1% | -3%

Whole records, looked up by structure:
O=C(C1CCCN1S(=O)(=O)c1ccc(Cl)c(Cl)c1)N1CCCCC1 (stereo not drawn) is entered as HT1080 IDH1KD tx: 1%; KB-3-1 cytotox: 6%; IL-1B inflam inh: 7; SW480 rereplic: 1%; KB-V1 MDR tox: -17%; ATXN2 expr inh: 1%; MCF10A rereplic: -1%; HT1080NT lethal: 9%; WRN inhibitor: 3%
CCOC(=O)C(C)On1c(SC(C)C(=O)OCC)nc2ccccc2c1=O (stereo not drawn) is entered as HT1080 IDH1KD tx: 5%; KB-3-1 cytotox: 4%; IL-1B inflam inh: 0; SW480 rereplic: -12%; KB-V1 MDR tox: 2%; ATXN2 expr inh: -8%; MCF10A rereplic: 0%; HT1080NT lethal: 1%; WRN inhibitor: -3%
